Compound activity deposited in PubChem BioAssay by several laboratories.
LMPTP inh – LMPTP phosphatase inhibitors, primary screen, biochemical, fluorescence intensity, uHTS; 360,000 compounds, 0.22% hits; AID 651560, 2012; inhibition, % at 20 µM; recombinant LMPTP-A, OMFP fluorogenic substrate; Low molecular weight phosphotyrosine protein phosphatase (Homo sapiens), P24666;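 active means compounds that cut the enzyme signal by at least half of the control window in the single-dose screen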;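 further: plate controls were DMSO wells with enzyme plus substrate for no effect and substrate without enzyme for full effect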
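Assay system: LMPTP-A, protein tyrosine phosphatase of low molecular weight / Medium: pH 6.0 Bis-Tris buffer with DTT and Triton X-100 / Schedule: 50 min enzyme reaction at room temperature, protected from light / Measured by: endpoint fluorescence intensity from OMFP dephosphorylation / Read-out basis: % inhibition relative to no-enzyme and uninhibited control wells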
CendR NRP1 mod – modulators of CendR peptide binding to NRP-1, primary screen, biochemical, fluorescence polarization, uHTS; Neuropilin-1 (Homo sapiens), O14786; FAM-RPARPAR peptide binding to NRP-1; inhibition, % at 25 µM; 360,000 compounds, 0.85% hits; AID 602438, 2012;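 active means inhibition or corrected inhibition above about 18%, plus a signal ratio from 0.5 to 1.5, limit read from the data, passing the limit was not always enough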; further: strong numbers were not always called active
Target sequence (O14786 whole entry, looked up): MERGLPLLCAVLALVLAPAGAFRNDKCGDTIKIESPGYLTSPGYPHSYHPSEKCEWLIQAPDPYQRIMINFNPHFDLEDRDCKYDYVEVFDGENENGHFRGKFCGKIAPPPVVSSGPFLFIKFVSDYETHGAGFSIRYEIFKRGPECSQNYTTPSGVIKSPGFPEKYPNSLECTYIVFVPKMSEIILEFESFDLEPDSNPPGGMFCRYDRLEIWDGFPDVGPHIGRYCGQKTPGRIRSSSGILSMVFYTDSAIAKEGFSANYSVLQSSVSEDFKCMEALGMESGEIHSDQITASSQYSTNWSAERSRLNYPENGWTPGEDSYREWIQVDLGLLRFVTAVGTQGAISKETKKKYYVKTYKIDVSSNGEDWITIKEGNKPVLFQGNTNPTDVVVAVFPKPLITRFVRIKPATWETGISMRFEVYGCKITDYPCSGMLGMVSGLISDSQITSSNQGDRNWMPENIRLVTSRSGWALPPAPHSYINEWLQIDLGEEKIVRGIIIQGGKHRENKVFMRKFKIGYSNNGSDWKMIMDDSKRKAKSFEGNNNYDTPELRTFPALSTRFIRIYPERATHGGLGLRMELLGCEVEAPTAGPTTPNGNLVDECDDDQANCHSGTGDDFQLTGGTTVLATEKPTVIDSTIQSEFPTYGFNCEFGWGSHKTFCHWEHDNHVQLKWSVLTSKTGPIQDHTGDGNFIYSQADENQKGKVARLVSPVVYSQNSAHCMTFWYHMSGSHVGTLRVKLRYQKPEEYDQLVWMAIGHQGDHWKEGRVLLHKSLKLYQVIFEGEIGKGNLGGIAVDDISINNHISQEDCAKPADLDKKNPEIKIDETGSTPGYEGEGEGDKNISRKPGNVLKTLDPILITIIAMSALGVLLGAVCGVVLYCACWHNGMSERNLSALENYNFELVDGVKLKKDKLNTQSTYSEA
Neddylation inh – inhibitors of cullin neddylation, primary screen, biochemical, TR-FRET, uHTS, NAE and Ubc12 | NEDD8-conjugating enzyme Ubc12 (Homo sapiens) + NEDD8-activating enzyme E1 regulatory … | calls only at 25 µM | 360,000 compounds, 0.58% hits | AID 651699, 2012; in the data active means inhibition above about 36%
SKN-1 block – suppressors of acrylamide-induced Pgst-4::GFP reporter in worms, primary screen, SKN-1 inhibitor project, whole organism, uHTS, GFP/RFP fluorescence ratio, strain VP596; C. elegans VP596 Pgst-4::GFP/RFP ratio, 24 h; inhibition, % at 21.8 µM; 360,000 compounds, 0.49% hits; AID 624304, 2012;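 active means interference check ratio from 0.5 to 1.5 plus GFP to RFP signal ratio inhibition reaching or exceeding a fixed threshold, cut at about 30% in these data, passing the limit was not always enough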; further: some compounds called inactive have numbers as strong as hits
NadD block – inhibitors of S. aureus NadD, primary screen, biochemical, colorimetric, uHTS; inhibition, % at 20 µM; purified NadD enzyme, colorimetric absorbance read-out; 360,000 compounds, 0.78% hits; Nicotinate-nucleotide adenylyltransferase NadD (Staphylococcus aureus N315); AID 602399, 2012; in the data active means inhibition above about 26%; further: some compounds past the cut are filed as inactive
Tb MetRS inh – T. brucei MetRS inhibitors, primary screen, biochemical, luminescence; methionyl-tRNA synthetase (Trypanosoma brucei brucei); purified T. brucei MetRS, ATP depletion, Kinase-Glo luminescence; inhibition, % at 11.9 µM; 360,000 compounds, 0.4% hits; AID 624268, 2012;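 active means inhibition above a per-plate cutoff of the control wells' mean inhibition plus 3 SD, cut at about 5.5% in these data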;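 further: 0% = DMSO wells median and 100% = median of wells with control inhibitor compound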
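System: purified T. brucei MetRS enzyme / Detection: Kinase-Glo luciferase luminescence reporting remaining unconsumed ATP / Medium: HEPES buffer with MgCl2, KCl, DTT, spermine, BSA, pyrophosphatase / Replication: singlicate, one well per compound / Evaluation: percent inhibition relative to median high and low control wells / Schedule: 2 h aminoacylation at 25 °C after 15 min preincubation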
DNMT1 block – human DNMT1 methyltransferase inhibitors, primary screen, biochemical, molecular beacon, fluorescence, HinP1I cleavage, uHTS; DNA (cytosine-5)-methyltransferase 1 (Homo sapiens), P26358; inhibition (reported as % activation of signal), % at 10 µM; 360,000 compounds, 0.83% hits; AID 588458, 2011; in the data active means inhibition above about 50%
Scp-1 inhibitor – Scp-1 phosphatase inhibitors, primary screen, biochemical, colorimetric, uHTS. inhibition, % at 20 µM. Recombinant Scp1, phosphopeptide, malachite green phosphate absorbance. AID 493091, 2011. 340,000 compounds, 0.88% hits. Carboxy-terminal domain RNA polymerase II polypeptide A small phosphatase 1 (Homo …;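 active means inhibition above about 50% at 20 µM, limit read from the data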;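 further: plate controls were DMSO wells with enzyme for no effect and wells lacking enzyme for full effect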
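Test system – truncated SCP-1 phosphatase (76-261aa) · Reagent – Phosphorylated 17-residue peptide substrate · Incubation – 45 min room-temperature reaction, 5 min colour, 30 min stabiliser · Detection – colorimetric phosphate reagent with accelerator and stabiliser, absorbance at 630 nm · Measure – % inhibition at 20 µM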
STEP inh – STEP phosphatase inhibitors, primary screen, biochemical, fluorescence intensity, uHTS; Tyrosine-protein phosphatase non-receptor type 5 (Homo sapiens), P54829; recombinant STEP, OMFP fluorogenic substrate; inhibition, % at 20 µM; 360,000 compounds, 0.25% hits; AID 588621, 2011;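 active means inhibition at 20 µM, scaled per plate between control wells, above about 37%, limit read from the data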;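 further: 0% = DMSO with enzyme and substrate and 100% = substrate only without enzyme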
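System: STEP (striatal-enriched tyrosine phosphatase) enzyme, cell-free; medium: Bis-Tris pH 6.0 buffer with DTT, detergent; dosing: 20 µM, 1% DMSO; times: reaction 20 min, ambient temperature; detection: fluorescence, 480/540 nm; read-out basis: normalized % inhibition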
SUMO1-SIM PPI – modulators of SUMO1 protein-protein interactions, primary screen, biochemical, uHTS | 360,000 compounds, 0.33% hits | SUMO1 binding to a labelled peptide, TR-FRET, 1 h | Small ubiquitin-related modifier 1 (Homo sapiens), P63165 | AID 602429, 2012 | inhibition, % at 20 µM; in the data active means inhibition above about 37%
Target sequence (P63165 whole entry, looked up): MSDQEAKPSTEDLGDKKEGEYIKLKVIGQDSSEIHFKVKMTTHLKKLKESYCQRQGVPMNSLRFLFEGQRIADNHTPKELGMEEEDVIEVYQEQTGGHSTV
An asterisk follows results filed as active; i = inactive; . = not tested or not shown. Rows were taken by chance; about 4.6% have a hit in one of these screens.

Sample of the layout (4 entries):
Molecule	LMPTP inh	CendR NRP1 mod	Neddylation inh	SKN-1 block	NadD block	Tb MetRS inh	DNMT1 block	Scp-1 inhibitor	STEP inh	SUMO1-SIM PPI
COc1ccc(C(=O)C(C)OC(=O)CNC(=O)c2ccco2)cc1 (stereo not drawn)	-1.2	-1	i	7	-5	-0.5	5	-5	2	1
Cn1c(=O)c(=O)n(C)c2cc(S(=O)(=O)NCCN3CCN(c4ccccc4F)CC3)ccc21	-1.6	-4	i	-4	-2	-0.1	1	-4	0	4
O=C(COC(=O)c1cc(Cl)ccc1O)NC(=O)NCc1ccccc1	-0.8	3	i	14	9	0.2	10	-6	0	-1
O=C(CSc1nc2nc(-c3cccs3)cc(C(F)(F)F)c2c(=O)[nH]1)Nc1c(F)c(F)c(F)c(F)c1F	-1.0	-8	i	-8	9	-0.4	-3	-4	-4	17

This part in full, repeating the preview:
Molecule	LMPTP inh	CendR NRP1 mod	Neddylation inh	SKN-1 block	NadD block	Tb MetRS inh	DNMT1 block	Scp-1 inhibitor	STEP inh	SUMO1-SIM PPI
COc1ccc(C(=O)C(C)OC(=O)CNC(=O)c2ccco2)cc1 (stereo not drawn)	-1.2	-1	i	7	-5	-0.5	5	-5	2	1
Cn1c(=O)c(=O)n(C)c2cc(S(=O)(=O)NCCN3CCN(c4ccccc4F)CC3)ccc21	-1.6	-4	i	-4	-2	-0.1	1	-4	0	4
O=C(COC(=O)c1cc(Cl)ccc1O)NC(=O)NCc1ccccc1	-0.8	3	i	14	9	0.2	10	-6	0	-1
O=C(CSc1nc2nc(-c3cccs3)cc(C(F)(F)F)c2c(=O)[nH]1)Nc1c(F)c(F)c(F)c(F)c1F	-1.0	-8	i	-8	9	-0.4	-3	-4	-4	17
Nc1ccc2c(c1)Nc1ccccc1CC2	-1.5	12	i	-1	0	-0.7	-10	-3	0	-3
CN1C=C/C(=C\c2cc[n+](C)c3ccccc23)c2ccccc21	-0.8	19	i	4	1	0.6	41	-1	-2	-18
Cc1[nH]n(-c2ccc(F)cc2)c(=O)c1/C=N/c1sc2c(c1C#N)CCCC2	-0.2	-14	i	28	1	-0.9	-13	1	-4	2
O=C(CC1C(=O)NCCN1Cc1ccc(F)cc1Cl)NC1CCCCCCC1 (stereo not drawn)	-1.0	0	i	6	0	0.1	-4	-8	8	5
COc1ccc(CN2C(=O)CN(S(C)(=O)=O)CC2(C)C(=O)Nc2c(C)cccc2C)cc1OC (stereo not drawn)	-1.8	-10	i	7	.	-0.9	.	.	.	-4
CC(OC(=O)c1cccc(O)c1)C(=O)N(C)Cc1ccccc1 (stereo not drawn)	0.0	-20	i	7	-3	-0.3	0	-2	1	7

Full records from above. Order of screens: LMPTP inh, CendR NRP1 mod, Neddylation inh, SKN-1 block, NadD block, Tb MetRS inh, DNMT1 block, Scp-1 inhibitor, STEP inh, SUMO1-SIM PPI
`CN1C=C/C(=C\c2cc[n+](C)c3ccccc23)c2ccccc21` across the screens: -0.8, 19, i, 4, 1, 0.6, 41, -1, -2, -18
`CC(OC(=O)c1cccc(O)c1)C(=O)N(C)Cc1ccccc1` (stereo not drawn) across the screens: 0.0, -20, i, 7, -3, -0.3, 0, -2, 1, 7

Single values from the results shown.
`CN1C=C/C(=C\c2cc[n+](C)c3ccccc23)c2ccccc21` – SKN-1 block: 4
`O=C(CSc1nc2nc(-c3cccs3)cc(C(F)(F)F)c2c(=O)[nH]1)Nc1c(F)c(F)c(F)c(F)c1F` – LMPTP inh: -1.0

(listing goes on)
Molecule	LMPTP inh	CendR NRP1 mod	Neddylation inh	SKN-1 block	NadD block	Tb MetRS inh	DNMT1 block	Scp-1 inhibitor	STEP inh	SUMO1-SIM PPI
CC(=O)c1c(C)n([O-])c2ccc(C)cc2[n+]1=O	-2.0	-6	i	-29	0	-1.5	-1	-4	-1	-17
COc1cccc(OCCOc2ccc(/C=C3/SC(=S)NC3=O)cc2)c1	1.5	-69	i	3	29	-0.6	42	56*	8	-9
O=C(NNS(=O)(=O)Cc1ccccc1)c1ccc([N+](=O)[O-])cc1	-0.8	2	i	-14	-2	-0.4	-4	6	1	-15
CC(C)C(NC(=O)c1ccccc1F)C(=O)NCCCn1ccnc1 (stereo not drawn)	-1.6	-4	i	21	-2	-0.3	5	-8	-4	-2
COc1ccc(/C=C(/CC(=O)Nc2ccccc2)c2nc3ccccc3s2)cc1	3.0	5	i	-3	12	-1.1	-5	-4	-2	-8
O=C(Nc1cccc(Cl)c1)NC1CCCCC1	-0.7	15	i	14	2	0.0	0	-3	-1	-3
CCCCOc1ccc(C2CC(=O)NC2=O)cc1 (stereo not drawn)	-0.8	-14	i	11	3	0.1	-1	-8	-4	-1
CCOc1ccccc1NC(=O)CSc1nnnn1C1CCCC1	-0.8	5	i	9	-2	-0.4	1	-5	-4	8
CC[C@H](NC(=O)/C=C/[C@H]1O[C@@H](n2cc(C)c(=O)[nH]c2=O)C[C@@H]1O)c1ccccc1	-1.1	-6	i	-1	0	0.1	-6	.	0	-1
C=Cn1cc[n+](CC(=O)c2cccs2)c1	-2.7	2	i	4	-6	-0.8	2	-10	-3	0
O=C(Cn1cc(COc2cc(F)cc(F)c2)nn1)c1ccc(O)cc1	0.0	-6	i	-12	-2	0.6	3	-17	3	1
O=C(Cc1cccc2ccccc12)Nc1cc(Cl)ccc1C(=O)O	-2.9	-32	i	-1	-9	-0.5	-2	-12	0	6
CCNC(=O)C1(C)CCN(C(=O)c2ccc(F)c(Cl)c2)C1 (stereo not drawn)	-0.7	2	i	18	0	-0.2	2	.	-4	4
COc1cc2c(cc1OC)C(C(=O)N1CCN(c3ccccc3)CC1)C(c1cccs1)N(C)C2=O (stereo not drawn)	-1.7	-3	i	15	6	-0.2	-3	-1	5	1
O=C(O)c1ccccc1C(=O)Nc1ccccc1	-0.9	-9	i	1	-3	-0.6	-5	-6	-2	-4
Cc1cccc(NC(=S)N(C)C2(c3ccccc3Cl)CCCCC2=O)c1 (stereo not drawn)	0.8	0	i	5	-2	-0.4	-1	-6	1	1
COc1cc2c(cc1OC)CN(C(=O)CSc1ccc(F)cc1)CC2	-7.0	4	i	10	5	0.4	-1	-6	-1	3
COc1ccc(-c2c(=O)n(OCc3nc4ccccc4[nH]3)c3ccccc3[n+]2[O-])cc1	-0.2	-5	i	2	-2	0.3	2	-1	-4	-21
O=C(Nc1nnc(-c2ccccc2)o1)c1cccc(N2C(=O)CCC2=O)c1	-0.5	-3	i	-3	3	-0.2	3	-4	1	8
Cn1c(=O)cc(SCC(=O)Nc2ccc3c(c2)OCO3)c2ccccc21	-0.5	-10	i	-6	0	-0.2	2	-5	-2	-3
Cc1ccccc1N(C(=O)c1csnn1)C(C(=O)NC(C)(C)C)c1ccncc1 (stereo not drawn)	0.3	12	i	3	-1	0.0	1	-3	2	1
N=c1c2c3c(sc2nc2n1CCC2)CCCC3	0.2	-4	i	-11	-5	-1.0	3	-7	-3	-2
NC(=O)c1ccccc1NC(=O)Nc1cccc2ccccc12	-1.3	4	i	6	-4	-0.6	0	-7	-2	-4
COc1cccc(C(=O)NCCS(=O)(=O)NCc2ccc3c(c2)OCO3)c1	-0.2	2	i	-10	-8	-0.2	3	-4	-2	-1
CC(/C=C1\SC(=S)N(CCC(=O)Nc2ccccc2O)C1=O)=C\c1ccccc1	2.5	-70	i	14	34*	-0.1	-3	-13	-2	0
CC(OC(=O)COc1ccccc1Cc1ccccc1)C(=O)N(C)c1ccccc1 (stereo not drawn)	3.1	5	i	3	-5	-0.2	1	-12	2	6
Nc1nc(N2CCCCC2)nc(N2CCCCC2)n1	-2.5	14	i	-22	3	-0.3	-1	-10	2	-3
CC1CCN(CCc2nc3cc(NC(=O)COc4ccc(Cl)cc4)ccc3n2C)CC1	0.9	-1	i	-1	-8	-1.0	-2	-1	0	3
COC(=O)c1cnc(Nc2nc(C(N)Cc3ccccc3)cs2)nc1C(F)(F)F (stereo not drawn)	-1.7	-7	i	-5	4	-0.4	-1	.	0	-9
Cc1nc(=O)c(-c2ccccc2)c(C)n1CCCO	-0.2	7	i	10	-5	-0.3	0	-7	3	-2
CC(C)C(=O)Nc1ccc(-c2ccc3nncn3n2)cc1	-0.7	14	i	3	-6	0.0	5	-15	2	-18
Nc1c(C(=O)O)sc2nc(-c3ccccc3)c3c(c12)CCCC3	0.2	-18	i	13	24	-0.4	4	-2	-1	4
CCc1ccc(-c2ccc(SCc3ccccn3)nn2)cc1	1.6	10	i	0	-5	-0.4	-2	-9	0	0
COc1ccc(C(C)=O)cc1COC(=O)C1CCN(C(=O)c2ccc(Cl)cc2)CC1	1.0	-2	i	4	1	-0.2	-6	-16	-1	7
COC(=O)c1cc(NC(=O)CN(c2ccc(OC)cc2)S(=O)(=O)c2ccc(F)cc2)ccc1Cl	5.8	7	i	-5	-6	0.2	-4	-14	0	1
CCN(CC)C(=O)CSc1nnc([C@@H](N)C(C)C)o1	0.0	15	i	0	-3	-0.6	-1	-9	2	1
CCOC(=O)N1CCN(c2c(NCCCN(CC)c3cccc(C)c3)c(=O)c2=O)CC1	-0.9	-1	i	-8	2	-1.1	-2	-1	-1	3
COc1ccc(N/C=C\C(=O)c2ccc3ccccc3c2)cc1	-0.7	10	i	20	0	-0.3	34	-5	2	-1
C[C@H]1CN=C(Nc2ccccc2)N1CCc1ccc(F)cc1	-2.1	1	i	-6	-2	-0.3	1	2	-1	0
